UBC13 inh: UBC13 polyubiquitin chain formation inhibitors, primary screen, biochemical, TR-FRET, uHTS; hit rate 0.47% among 330,000; Ubiquitin-conjugating enzyme E2 N (Homo sapiens), P61088; AID 485273, 2010; inhibition, % at 20 µM; in the data active means inhibition above about 45%, passing the limit was not always enough
Target sequence (P61088 whole entry, looked up): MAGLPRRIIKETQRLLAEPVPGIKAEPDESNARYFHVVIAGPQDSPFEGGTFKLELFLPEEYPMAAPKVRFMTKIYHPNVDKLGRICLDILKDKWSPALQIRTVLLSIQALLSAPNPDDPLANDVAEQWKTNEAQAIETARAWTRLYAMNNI
Apaf1 inhib: inhibitors of human Apaf-1 apoptosome, primary screen, biochemical, DEVD-Rh110 fluorescence, uHTS; reconstituted apoptosome caspase-3 activity; inhibition, % at 20 µM; AID 489030, 2010; hit rate 0.71% among 330,000; Apoptotic protease-activating factor 1 (Homo sapiens), O14727; active means inhibition of at least 40% at 20 µM;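 further: plate controls were DMSO wells for no effect and DEVD-CHO caspase inhibitor wells for full effect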
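Material: reconstituted apoptosome with Apaf-1, cytochrome c, caspase-9, procaspase-3, dATP. Technique: Rh110 fluorescence intensity. Buffer or medium: pH 7.5 Hepes buffer with CHAPS, BSA, DTT. Times: 30 min plus 50 min, RT.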
HKDC1 inhibitor: HKDC1 hexokinase inhibitors, primary screen, biochemical, fluorescence, uHTS; Q2TB90; recombinant HKDC1, G6PDH/diaphorase resazurin coupled fluorescence; inhibition, % at 20 µM; hit rate 0.16% among 340,000; AID 493160, 2011;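 active means inhibition above about 35% when tested at 20 µM, limit read from the data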;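 further: plate controls were DMSO wells with enzyme for no effect and DMSO wells lacking enzyme for full effect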
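Test system: recombinant HKDC1 (HK5) hexokinase enzyme, produced in-house / Doses: 20 µM test compound, 1% DMSO / Timing: 90 min, room temperature / Detection: G6PDH/diaphorase-coupled fluorescence, 1 mM NADP, 100 µM resazurin, 525/613 nm / Control set: DMSO wells with and without enzyme mix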
SENP7 inh: SENP7 protease inhibitors, primary screen, biochemical, luminescence, uHTS; Sentrin-specific protease 7 (Homo sapiens), Q9BQF6; recombinant SENP7, Z-RLRGG-aminoluciferin luminescence, 40 min; inhibition, % at 5 µM; hit rate 1.5% among 330,000;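 active means inhibition above about 50% at the single test dose, limit read from the data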;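 further: plate controls were DMSO with enzyme for no effect and no enzyme buffer wells for full effect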
Target sequence (Q9BQF6 706-1050 limits assumed): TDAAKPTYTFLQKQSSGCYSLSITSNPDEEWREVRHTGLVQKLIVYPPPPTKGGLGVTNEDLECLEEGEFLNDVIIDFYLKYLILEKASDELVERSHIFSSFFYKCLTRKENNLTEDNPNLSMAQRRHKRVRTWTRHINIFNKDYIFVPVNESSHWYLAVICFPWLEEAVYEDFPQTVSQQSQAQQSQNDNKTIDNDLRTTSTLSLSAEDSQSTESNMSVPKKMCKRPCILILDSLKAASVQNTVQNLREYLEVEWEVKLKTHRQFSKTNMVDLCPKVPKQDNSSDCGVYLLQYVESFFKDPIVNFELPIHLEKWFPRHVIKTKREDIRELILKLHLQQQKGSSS
697 NFkB inh: inhibitors of PMA/ionomycin-induced NF-kB reporter, 697 cells, primary screen, B-cell NF-kB inhibitor project, cell-based, luminescence, uHTS. inhibition, % at 4 µM. 697 B-cell NF-kB luciferase reporter, 16 h. hit rate 0.33% among 330,000; in the data active means inhibition above about 35%
SENP8 inh: SENP8 protease inhibitors, primary screen, biochemical, luminescence; Sentrin-specific protease 8 (Homo sapiens), Q96LD8; purified SENP8, Z-RLRGG-aminoluciferin cleavage; inhibition, % at 10 µM; hit rate 1.2% among 330,000
Target sequence (Q96LD8 whole entry, looked up): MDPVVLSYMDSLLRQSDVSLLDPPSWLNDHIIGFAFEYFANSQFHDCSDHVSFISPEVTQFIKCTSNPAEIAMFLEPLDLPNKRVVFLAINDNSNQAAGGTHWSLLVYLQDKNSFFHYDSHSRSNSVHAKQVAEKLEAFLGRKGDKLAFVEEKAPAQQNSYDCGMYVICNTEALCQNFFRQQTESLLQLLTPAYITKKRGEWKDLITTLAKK
Gli-Sufu antag: Gli-Sufu pathway antagonists, primary screen, luciferase luminescence, Sufu-KO-LIGHT cells, uHTS | Sufu-KO-LIGHT fibroblasts, Gli luciferase reporter luminescence | inhibition, % at 5 µM | hit rate 0.74% among 340,000 | AID 588413, 2011;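 active means inhibition above about 55%, limit read from the data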;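 further: 0% = DMSO-treated cells and 100% = wells with medium but no cells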
Jurkat NFkB inh: inhibitors of induced NF-kB luciferase reporter, primary screen, TCR NF-kB activation inhibitor project, cell-based, luminescence, uHTS | hit rate 0.53% among 330,000 | inhibition, % at 4 µM | Jurkat, PMA/ionomycin-induced NF-kB luciferase reporter | AID 435003, 2010
* = called active by the depositor; . = no result given. Unless noted, no stated cut-off is given here; in the data, active means inhibition above about 50%; inactive means the rest. Outcome played no part in choosing rows; about 3.6% have a hit in one of these screens.

Results follow in this order: Jurkat NFkB inh	Apaf1 inhib	SENP7 inh	SENP8 inh	Gli-Sufu antag	UBC13 inh	697 NFkB inh	HKDC1 inhibitor
(1) COc1ccc(N2CCN(CCCNC(=O)C3CCCN(S(=O)(=O)c4c(C)n[nH]c4C)C3)CC2)cc1 (configuration not stated)
→ 10	-6	1	5	9	2	13	-11
(2) COc1cccc(-c2cc(C(F)(F)F)nc(N3CCOCC3)n2)c1
→ 0	22	7	3	-1	29	8	4
(3) Cc1cc(C(=O)NNC(=S)NCc2ccccc2)cs1
→ -8	-4	3	-5	-4	3	-10	-2
(4) CCCCn1c(N)c(N(CCOC)C(=O)c2ccc(-n3c(C)ccc3C)cc2)c(=O)[nH]c1=O
→ 9	-4	5	-2	-8	-4	-8	-3
(5) O=S(=O)(Nc1ncccn1)c1ccc(NS(=O)(=O)c2cc(Cl)ccc2Cl)cc1
→ 10	8	1	-7	1	1	14	9
(6) Cc1ccc(NC(=S)NC(=O)C2CC2)cc1Cl
→ -16	17	-18	-22	-21	-8	-20	5
(7) COCCn1c(=NC(=O)c2ccc(S(=O)(=O)N3CCOCC3)cc2)sc2cc(S(N)(=O)=O)ccc21
→ -12	11	-2	4	21	19	-6	1
(8) Cc1ccc(NC(=O)C(C)OC(=O)Cc2c[nH]c3ccccc23)cc1 (configuration not stated)
→ 6	16	2	-14	-21	-3	-3	3
(9) Cc1ccc(F)cc1NC(=O)c1c(-c2ccccc2)noc1C
→ -3	0	-2	-2	5	12	-2	-15
(10) C=CCn1c(SCC(=O)Nc2nnc(CC)s2)nnc1-c1ccco1
→ 2	15	-8	-3	1	-6	-11	1

Limited to Apaf1 inhib, for 3 of the compounds above:
cpd	compound	Apaf1 inhib
6	Cc1ccc(NC(=S)NC(=O)C2CC2)cc1Cl	17
7	COCCn1c(=NC(=O)c2ccc(S(=O)(=O)N3CCOCC3)cc2)sc2cc(S(N)(=O)=O)ccc21	11
10	C=CCn1c(SCC(=O)Nc2nnc(CC)s2)nnc1-c1ccco1	15

Entries of single compounds, quoted from the list. Values in the order: Jurkat NFkB inh, Apaf1 inhib, SENP7 inh, SENP8 inh, Gli-Sufu antag, UBC13 inh, 697 NFkB inh, HKDC1 inhibitor
Cc1ccc(NC(=S)NC(=O)C2CC2)cc1Cl is entered as -16, 17, -18, -22, -21, -8, -20, 5
Cc1ccc(F)cc1NC(=O)c1c(-c2ccccc2)noc1C is entered as -3, 0, -2, -2, 5, 12, -2, -15

The list continues.
Results follow in this order: Jurkat NFkB inh	Apaf1 inhib	SENP7 inh	SENP8 inh	Gli-Sufu antag	UBC13 inh	697 NFkB inh	HKDC1 inhibitor
(11) COc1ccc(OC)c(S(=O)(=O)N2CCCC(C(=O)NCc3ccco3)C2)c1 (configuration not stated)
→ 0	2	-1	3	-5	2	13	-2
(12) O=C(Nc1cccc(F)c1)Nc1cnccn1
→ -4	5	3	-12	3	5	6	-3
(13) O=C(Nc1ccc2c(c1)OCO2)C(c1ccccc1)N1CCCCC1 (configuration not stated)
→ 15	1	2	4	9	2	10	-4
(14) CC(=O)Nc1ccc(S(=O)(=O)Oc2ccc(C(=S)N3CCC(O)CC3)cc2)cc1
→ 19	4	-1	3	9	-8	-80	-6
(15) COc1cccc(CNC(=O)CN2C(=O)COc3ccc(S(=O)(=O)N4CCC(C)CC4)cc32)c1
→ 25	10	-2	3	-33	-7	-6	-5
(16) Cc1ccc(C(=O)CN2CCC(NC(=O)C3CCCCC3)CC2)cc1
→ -16	7	-13	-4	-6	-4	-1	-3
(17) CC(=O)Nc1ccc(NC(=O)CN(c2ccc(C34CC5CC(CC(C5)C3)C4)cc2)S(C)(=O)=O)cc1
→ 23	-9	4	10	-10	0	-41	-6
(18) CCC(=O)Nc1ccc(C(=O)OCc2ccccc2)cc1
→ -11	4	12	-6	6	2	-28	1
(19) CCC(=O)Nc1c2c(nn1-c1ccc(F)cc1)CS(=O)C2 (configuration not stated)
→ 4	-1	-5	5	2	0	10	2
(20) CCOC(=O)/C(=N/Nc1ccc(Cl)cc1)S(=O)(=O)c1ccccc1
→ 6	-10	-1	-1	-21	1	-4	-3

Two of the compounds above, as a markdown table:
| entry | structure | Jurkat NFkB inh | Apaf1 inhib | SENP7 inh | SENP8 inh | Gli-Sufu antag | UBC13 inh | 697 NFkB inh | HKDC1 inhibitor |
| --- | --- | --- | --- | --- | --- | --- | --- | --- | --- |
| 19 | CCC(=O)Nc1c2c(nn1-c1ccc(F)cc1)CS(=O)C2 (configuration not stated) | 4 | -1 | -5 | 5 | 2 | 0 | 10 | 2 |
| 1 | COc1ccc(N2CCN(CCCNC(=O)C3CCCN(S(=O)(=O)c4c(C)n[nH]c4C)C3)CC2)cc1 (configuration not stated) | 10 | -6 | 1 | 5 | 9 | 2 | 13 | -11 |

A second format for part of the listing above:
#	SMILES	Jurkat NFkB inh	Apaf1 inhib	SENP7 inh	SENP8 inh	Gli-Sufu antag	UBC13 inh	697 NFkB inh	HKDC1 inhibitor
13	O=C(Nc1ccc2c(c1)OCO2)C(c1ccccc1)N1CCCCC1 (configuration not stated)	15	1	2	4	9	2	10	-4
14	CC(=O)Nc1ccc(S(=O)(=O)Oc2ccc(C(=S)N3CCC(O)CC3)cc2)cc1	19	4	-1	3	9	-8	-80	-6
15	COc1cccc(CNC(=O)CN2C(=O)COc3ccc(S(=O)(=O)N4CCC(C)CC4)cc32)c1	25	10	-2	3	-33	-7	-6	-5
16	Cc1ccc(C(=O)CN2CCC(NC(=O)C3CCCCC3)CC2)cc1	-16	7	-13	-4	-6	-4	-1	-3

Additional compounds follow.
Results follow in this order: Jurkat NFkB inh	Apaf1 inhib	SENP7 inh	SENP8 inh	Gli-Sufu antag	UBC13 inh	697 NFkB inh	HKDC1 inhibitor
(21) CC(=O)Oc1c(C)c(OC(C)=O)c2c(c1C(C)=O)OC1CC(=O)C(C(C)=O)=C(O)C21C (configuration not stated)
→ 1	8	-5	-3	13	-7	1	-1
(22) Cc1ccccc1NC(=S)NNC(=O)c1cccc(Br)c1
→ -16	-8	33	13	-17	-9	-26	-7
(23) c1cc2c3c(cccc3c1)C(N1CCCCCC1)=N2
→ 4	11	8	3	22	-4	-14	-2
(24) CCOCc1c(C(=O)OCC(=O)Nc2ccc(C)c(S(=O)(=O)N(C)C)c2)oc2ccccc12
→ -8	11	-8	-6	-16	-6	-1	-5
(25) COc1cc([N+](=O)[O-])ccc1NC(=O)CCS(=O)(=O)c1ccc2c(c1)n(C)c(=O)c(=O)n2C
→ 7	-6	-1	0	19	-7	-4	13
(26) COc1ccc(C2=C(C=O)Cc3ccccc3O2)cc1
→ -4	-6	-1	1	-10	7	8	1
(27) OC(CN1CCN(Cc2ccccc2)CC1)c1ccccc1 (configuration not stated)
→ 5	-5	4	3	1	4	18	4
(28) CC(C)(C)c1ccc(C(=O)NNc2cc(N3CCCCC3)nc(N3CCCCC3)n2)cc1
→ -13	73*	74*	17	12	-16	-5	-1
(29) Cc1oc2c(c1C(=O)Nc1ccc(C(=O)O)cc1)CCCC2
→ 7	-12	3	-7	-1	4	3	-5
(30) Cc1noc(C)c1C(=O)Nc1ccccc1N1CCCC1
→ -23	21	-6	-10	-5	-18	-15	-6
(31) O=c1c2ccccc2nc(COc2ccccc2)n1/N=C/c1cc([N+](=O)[O-])ccc1O
→ 5	-8	3	-4	19	-31	-55	10
(32) CCOCCCn1c(SCC(=O)NC2CCCC2)nc2ccccc2c1=O
→ -13	2	-20	-10	36	2	-9	-2
(33) CC1(C)CC(=O)c2cc(OCC(=O)N3CCCCCC3)ccc2O1
→ -18	-19	-1	5	-23	32	14	-9
(34) CCOc1ccc(CN2CCNC(=O)C2CC(=O)NCc2cc(C)n(C)n2)cc1 (configuration not stated)
→ -7	11	1	3	-2	-3	10	-1
(35) O=C(Cn1cnc2c(OCc3ccccc3)ncnc21)NCCCn1ccnc1
→ -8	-10	-5	-4	-3	-2	-43	-8
(36) CCOC(=O)Cn1cnc([N+](=O)[O-])n1
→ -6	-1	10	0	-5	-1	-13	2
(37) COc1ccc(NC(=S)NCc2ccc(Cl)cc2)c(OC)c1
→ 5	20	-13	0	-1	-5	-24	0
(38) COc1ccc(CC(=O)NCc2n[nH]c(=S)n2-c2ccc(Br)cc2)cc1
→ -9	3	3	-2	-6	-7	-5	5
(39) FC(F)(F)c1cccc(CN2CCN(c3ncccn3)CC2)c1
→ -5	-7	0	4	5	-4	23	-1
(40) COc1ccc(CCNC(=O)CCCc2ccccc2)cc1
→ -4	2	-3	1	0	4	-3	-8
(41) Cc1ccnc(SCC(=O)N2CCN(C(c3ccccc3)c3ccccc3)CC2)n1
→ -2	6	2	10	5	2	3	-3
(42) COc1cccc(C2Nc3ccccc3C(=O)N2Cc2ccccc2)c1 (configuration not stated)
→ -33	-4	1	5	1	15	-23	-4
(43) COc1cccc(NC(=O)CN(C)C(=O)CC2CCCCC2)c1
→ -1	1	4	6	-5	-4	5	-1
(44) NS(=O)(=O)c1ccc(CCNC(=O)c2ccc(NC3=NC4CS(=O)(=O)CC4S3)cc2)cc1 (configuration not stated)
→ 9	-5	9	10	0	4	11	-4
(45) Cc1oc2c(CN(C)C)c(O)ccc2c(=O)c1-c1cscn1
→ -22	-19	-2	4	-1	8	13	-8
(46) O=C(NCCc1ccccn1)c1c(-c2ccsc2)sc2ccccc12
→ -6	-5	1	-2	-1	7	-7	-4
(47) CC(C)[C@H]1C(=O)Nc2ccccc2N1C(=O)N[C@@H](Cc1ccccc1)C(=O)N[C@@H](Cc1ccccc1)C(=O)O
→ -6	-10	-1	1	.	-1	15	2
(48) Cc1ccc2sc(N(CCN(C)C)C(=O)c3ccc(S(=O)(=O)N4CC(C)OC(C)C4)cc3)nc2c1C (configuration not stated)
→ 1	28	-6	2	11	7	-79	1
(49) COc1ccc(/C=N/OCC(=O)N(Cc2ccc(OC)cc2)c2ccccc2C(=O)O)cc1
→ 13	-3	-3	0	-9	4	7	-8
(50) COc1ccc(Cn2nnnc2C(c2cc3cccc(C)c3[nH]c2=O)N2CCN(C)CC2)cc1 (configuration not stated)
→ 11	4	-2	-4	-1	11	10	-2
(51) COCCNC(=O)COc1ncnc2scc(-c3ccc(F)cc3)c12
→ -10	7	-5	-10	-5	-4	17	-13
(52) COc1ccc(Cc2nnc(NC(=O)c3ccc(C)cc3)s2)cc1OC
→ 3	-14	-5	7	1	-6	-12	-4
(53) N#Cc1nnn(Cc2ccccc2)c1N
→ 4	3	10	4	-3	1	8	-4
(54) CCOc1cc(N2CCOCC2)c(OCC)cc1NC(=O)Cn1cnc2c(=O)n(C)c(=O)n(C)c21
→ 5	-8	-1	5	-2	0	8	-8

Assay outcomes deposited in PubChem BioAssay by Sanford-Burnham Center for Chemical Genomics.
